Assay outcomes: PubChem BioAssay, National Center for Advancing Translational Sciences (NCATS)
Tau fluor counter: Counterscreen qHTS for Inhibitors of Tau Fibril Formation, Fluorescence Polarization. tau K18 P301L (four-repeat tau fragment) Alexa594 fluorescence, heparin fibrillization. Potency, µM (top dose mostly 57.7 µM), inactives show at the highest dose activity change, negative = decrease. hit rate 0.93% among 280,000; also: potency is read from the fitted curve at half-maximal effect; % is scaled to controls: 0 for no effect and ±100 for the full control effect; nearly all actives have a fitted effect of over 55% in size
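Human K18 P301L tau (15 uM unlabeled plus 0.24 uM Alexa 594-labeled, final) in 100 mM sodium acetate pH 7 was mixed with compound and 20 uM heparin and incubated 6 hr at 37 C.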
GLA spleen mod: qHTS Assay for Inhibitors and Activators of Human alpha-Galactosidase From Spleen Homogenate; Potency, µM (highest dose often 80 µM), for inactives: at the top dose activity change, negative = inhibition, most hits filed as inhibitors; AID 2107, 2009; hit rate 0.008% among 240,000; human spleen homogenate, 4MU-alpha-Gal fluorescence, 40 min; Alpha-galactosidase A (Homo sapiens), P06280;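 also: potency is read from the fitted curve at half-maximal effect; 0% = enzyme with vehicle and -100% = no enzyme basal signal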
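Spleen homogenate 1 ug + cpd (titration) + 4-MU-alpha-D-galactopyranoside 1 mM; 37C 40 min; 50 mM citrate/phosphate pH 5.0, 0.01% Tween-20; stop pH 10; fluorescence 365/440; AC50 via Hill.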
NPSR antag: qHTS Assay for Antagonists of the Neuropeptide S Receptor: cAMP Signal Transduction. CHO-NPSR cells, cAMP TR-FRET, antagonist mode. hit rate 1% among 220,000. Potency, µM (highest dose often 38.3 µM), without a hit: at the top dose activity change, negative = inhibition, hits mostly inhibitors. AID 1461, 2008. Q6W5P4; also: potency is read from the fitted curve at half-maximal effect; % is scaled to controls: 0 for no effect and ±100 for the full control effect; nearly all actives have a fitted effect of over 50% in size; many of its hits are not listed in these tables
CBFb RUNX1 block: qHTS Assay for Compounds Blocking the Interaction Between CBF-beta and RUNX1 for the Treatment of Acute Myeloid Leukemia; 230,000 tested, under 10 active; Runt-related transcription factor 1 (Homo sapiens) + Core-binding factor subunit beta …; Potency, µM (series often up to 59.8 µM), without a hit: top-dose activity, negative = inhibition, usual class: inhibitors; AID 1477, 2009; AlphaScreen CBFb-His/RUNX1-biotin binding, biochemical; also: % of control where 0% means no effect
Target sequence (Q01196 whole entry, looked up): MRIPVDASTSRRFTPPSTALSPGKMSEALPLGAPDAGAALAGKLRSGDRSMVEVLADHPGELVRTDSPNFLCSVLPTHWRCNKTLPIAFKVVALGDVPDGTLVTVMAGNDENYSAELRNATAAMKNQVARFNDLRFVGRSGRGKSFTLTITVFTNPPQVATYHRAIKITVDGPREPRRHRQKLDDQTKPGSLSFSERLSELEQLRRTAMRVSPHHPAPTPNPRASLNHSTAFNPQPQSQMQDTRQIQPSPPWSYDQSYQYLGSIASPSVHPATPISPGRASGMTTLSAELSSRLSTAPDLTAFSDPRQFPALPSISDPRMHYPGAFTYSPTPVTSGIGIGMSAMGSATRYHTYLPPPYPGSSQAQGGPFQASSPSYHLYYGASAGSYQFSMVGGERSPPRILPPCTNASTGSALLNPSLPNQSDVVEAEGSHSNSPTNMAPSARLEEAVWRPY
Target sequence (Q13951 whole entry, looked up): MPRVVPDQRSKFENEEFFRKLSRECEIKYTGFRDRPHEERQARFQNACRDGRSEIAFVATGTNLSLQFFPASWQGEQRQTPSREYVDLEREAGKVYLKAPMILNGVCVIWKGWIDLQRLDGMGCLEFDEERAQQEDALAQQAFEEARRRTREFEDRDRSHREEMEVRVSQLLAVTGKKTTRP
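Interaction loss through any mechanism counts as activity. Pre-formed complex of His-CBF-beta and biotin-RUNX1 (30 nM apiece) is incubated with compound 15 min, then with 50 ng nickel and 50 ng streptavidin beads for 90 min before AlphaScreen detection.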
Tau fibril FP: qHTS for Inhibitors of Tau Fibril Formation, Fluorescence Polarization. Microtubule-associated protein tau (Homo sapiens), P10636. K18 P301L tau heparin fibrillization, Alexa594 FP, 6 h. Potency, µM (highest dose often 57.7 µM), without a hit: at the top dose activity, negative = inhibition, actives largely listed as inhibitors. hit rate 0.39% among 280,000; also: potency is read from the fitted curve at half-maximal effect; % is scaled to controls: 0 for no effect and ±100 for the full control effect; nearly all actives have a fitted effect of over 55% in size
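FP of Alexa 594-tau after heparin (20 uM) induction. Substrate: human K18 P301L, 15 uM unlabeled, 0.24 uM labeled. Buffer 100 mM sodium acetate pH 7. 6 hr, 37 C.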
Epigenetic reg: Quantitative High-Throughput Screen for Regulators of Epigenetic Control; hit rate 0.2% among 280,000; Potency, µM (doses to about 53.9 µM), for inactives: at the highest dose GFP activation, usual class: activators; murine LDR cells, GFP reporter derepression, 30 h; also: potency is read from the fitted curve at half-maximal effect; % of control where 0% means no effect; nearly all actives have a fitted effect of over 60% in size
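In this reporter-derepression format, murine cells bearing a silenced integrated CMV-GFP locus incubate with test compound (30 h, 37 C), then are washed and imaged; fluorescent objects of 20–120 um count as induced cells.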
TRb SRC2 PPI: qHTS for Inhibitors of the Interaction of Thyroid Hormone Receptor and Steroid Receptor Coregulator 2. Thyroid hormone receptor beta (Homo sapiens), P10828. TRbeta-SRC2 peptide binding, fluorescence polarization; receptor liganded with 1 µM T3. Potency, µM (titrated, usually from 106 µM), for inactives: top-dose activity change, negative = inhibition, usual class: inhibitors. hit rate 0.065% among 280,000. AID 1469, 2008;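 also: potency is read from the fitted curve at half-maximal effect; plate controls were bound peptide for no effect and peptide without receptor for full effect; nearly all actives have a fitted effect of over 50% in size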
Target sequence (P10828 whole entry, looked up): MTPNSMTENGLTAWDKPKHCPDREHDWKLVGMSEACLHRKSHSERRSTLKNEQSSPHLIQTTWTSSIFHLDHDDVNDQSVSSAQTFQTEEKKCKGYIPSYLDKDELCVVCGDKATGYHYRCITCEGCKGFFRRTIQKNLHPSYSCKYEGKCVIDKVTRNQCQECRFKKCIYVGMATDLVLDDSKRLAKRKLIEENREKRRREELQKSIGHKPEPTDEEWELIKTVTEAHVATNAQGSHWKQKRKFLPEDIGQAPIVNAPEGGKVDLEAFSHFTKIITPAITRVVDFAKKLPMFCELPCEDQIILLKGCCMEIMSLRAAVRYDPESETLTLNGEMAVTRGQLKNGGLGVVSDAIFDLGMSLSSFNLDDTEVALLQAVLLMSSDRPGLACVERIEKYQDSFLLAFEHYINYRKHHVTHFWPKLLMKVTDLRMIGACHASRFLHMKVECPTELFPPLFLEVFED
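Fluorescence polarization of 20 nM Texas Red SRC2 peptide with 0.6 uM human TRb ligand-binding domain, in Tris buffer with 1uM T3 and 5% DMSO. Incubated 5 hr ambient; normalized to unbound and bound controls.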
TR SRC2 fluor cs: Total Fluorescence Counterscreen for Inhibitors of the Interaction of Thyroid Hormone Receptor and Steroid Receptor Coregulator 2; TRb/SRC2 Texas Red total fluorescence interference; Potency, µM (titrated, usually from 106 µM), inactives show at the top dose fluorescence change, negative = quenching; hit rate 0.29% among 280,000; AID 1479, 2009; active = well fitted curve in either direction with a large enough effect; inconclusive = small, poorly fitted or top-dose-only effect; also: potency is read from the fitted curve at half-maximal effect; % is scaled to controls: 0 for no effect and ±100 for the full control effect
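Human TRb ligand-binding domain at 0.6 uM with 20 nM Texas Red SRC2 peptide in Tris buffer containing 1 uM T3 and 5% DMSO, incubated with compound 5 h at ambient temperature. Total fluorescence (555/632 nm) calculated as parallel + 2 × perpendicular.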
Numbers without * were called inactive; u = inconclusive; x = not tested or not shown; [ ] = another dose, or the depositor's remark. Unless noted, calls follow the shape of the dose curve; as a rule, active = well fitted curve in the direction sought with a large enough effect; inconclusive = small, poorly fitted or top-dose-only effect, or another doubt; inactive = no such curve, though single readings can be large; an effect the other way counts as inactive or inconclusive. Not all compounds are listed; the hit share may differ from the screen's.

The line under a structure holds: Tau fluor counter	GLA spleen mod	NPSR antag	CBFb RUNX1 block	Tau fibril FP	Epigenetic reg	TRb SRC2 PPI	TR SRC2 fluor cs
- CN(Cc1cn(C)nc1-c1cccc(Cl)c1)Cc1nccn1C
    -5%	-1%	3%	14%	7%	2.2%	1%	0%
- CCOC(=O)c1sc(NC(=O)c2ccncc2)c(C#N)c1C
    -24%	-1%	5%	7%	-13%	0.1%	-1%	-8%
- CN1C2CCC1/C(=C\c1ccccc1Cl)C(=O)/C2=C\c1ccccc1Cl
    -12%	5%	u	3%	-4%	-1.1%	1%	-3%
- C=C(C)CC1(NC(C)c2ccccc2)CCCCC1 (stereo not given)
    1%	-8%	6%	11%	3%	0.0%	5%	0%
- CCCn1nnc2ccccc2c1=O
    3%	10%	-3%[46.1 µM]	-1%	10%	4.7%	-16%	1%
- Cc1[nH]nc2c1C1(CCOCC1)C(C#N)=C(N)O2
    0%	-7%	-14%[46.1 µM]	-4%	-4%	1.1%	-3%	0%
- Cc1ccc(CCNC(=O)c2nn(C)c3c2CSc2ccccc2-3)cc1
    -10%	x	x	x	3%	-2.9%	1%	-2%
- COC(=O)CC1COc2ccccc2N1C(=O)c1cccc(Cl)c1 (stereo not given)
    -3%	-2%	-15%[46.1 µM]	3%	1%	1.1%	-1%	-4%
- Cc1nc(NC(=O)/C=C/c2ccc(F)cc2)sc1C(=O)N(C)C
    2%	1%	-1%	3%	-3%	0.9%	-7%	0%
- C[n+]1cccc(C(=O)NCC2CCCO2)c1 (stereo not given)
    7%	-7%	4%	-1%	4%	-3.8%	-4%	-1%

Shown with each value named: part of the list above.
> CN(Cc1cn(C)nc1-c1cccc(Cl)c1)Cc1nccn1C
- Tau fluor counter = -5%
- GLA spleen mod = -1%
- NPSR antag = 3%
- CBFb RUNX1 block = 14%
- Tau fibril FP = 7%
- Epigenetic reg = 2.2%
- TRb SRC2 PPI = 1%
- TR SRC2 fluor cs = 0%

> Cc1ccc(CCNC(=O)c2nn(C)c3c2CSc2ccccc2-3)cc1
- Tau fluor counter = -10%
- GLA spleen mod = x
- NPSR antag = x
- CBFb RUNX1 block = x
- Tau fibril FP = 3%
- Epigenetic reg = -2.9%
- TRb SRC2 PPI = 1%
- TR SRC2 fluor cs = -2%

> C=C(C)CC1(NC(C)c2ccccc2)CCCCC1 (stereo not given)
- Tau fluor counter = 1%
- GLA spleen mod = -8%
- NPSR antag = 6%
- CBFb RUNX1 block = 11%
- Tau fibril FP = 3%
- Epigenetic reg = 0.0%
- TRb SRC2 PPI = 5%
- TR SRC2 fluor cs = 0%

> Cc1nc(NC(=O)/C=C/c2ccc(F)cc2)sc1C(=O)N(C)C
- Tau fluor counter = 2%
- GLA spleen mod = 1%
- NPSR antag = -1%
- CBFb RUNX1 block = 3%
- Tau fibril FP = -3%
- Epigenetic reg = 0.9%
- TRb SRC2 PPI = -7%
- TR SRC2 fluor cs = 0%

(listing goes on)
The line under a structure holds: Tau fluor counter	GLA spleen mod	NPSR antag	CBFb RUNX1 block	Tau fibril FP	Epigenetic reg	TRb SRC2 PPI	TR SRC2 fluor cs
- O=C(Nc1cccc2c1CCCC2)c1ccc(Cl)c([N+](=O)[O-])c1
    -16%	3%	-28%	-6%	-7%	2.1%	2%	4%
- CCOC(=O)CSc1nnc(Cc2ccc(OC)cc2)n1-c1ccccc1
    -3%	1%	-15%[46.1 µM]	1%	4%	-0.7%	-3%	-4%
- O=C(CCn1c(=O)c2cccn2c2cccnc21)Nc1ccccc1Br
    4%	x	x	x	-4%	-0.3%	8%	0%
- CCOc1ccccc1NC(=O)C1CCCN(c2ncnc3onc(-c4ccc(F)cc4)c23)C1 (stereo not given)
    -11%	x	x	x	-1%	-1.3%	4%	-5%
- COc1ccccc1N1CCN(C(=O)c2ccncc2)CC1
    -1%	-2%	-3%[46.1 µM]	14%	-6%	-0.2%	-2%	-5%
- O=P(OCC1CC1)(c1ccccc1)c1ccccc1
    4%	-2%	10%	2%	3%	1.0%	-1%	-5%
- O=C(c1cccs1)N1N=C(c2ccccc2)CC1c1ccccc1 (stereo not given)
    -14%	-1%	u	7%	0%	-3.4%	-4%	-4%
- COC(=O)[C@@]1(Cc2ccc(F)cc2)[C@H]2c3cc(C(=O)N(C)C)n(C[C@H](O)CO)c3C[C@H]2CN1C(=O)c1ccccc1
    -14%	1%	11%	4%[2.36 µM]	-4%	2.0%	-1%	-2%
- Cc1cc(C)cc(OCC(=O)N(Cc2ccc(C)o2)C2CCS(=O)(=O)C2)c1 (stereo not given)
    -25%	x	x	x	5%	0.0%	-6%	-15%
- CC1(C)CC[C@]2(C)CC[C@@]3(C)C(=CCC4[C@@]5(C)CCC(O)C(C)(C)C5CC[C@@]43C)C2C1 (stereo not given in full)
    -9%	-1%	x	21%	-4%	-1.3%	-10%	0%

Next compounds follow.
| mol | Tau fluor counter | GLA spleen mod | NPSR antag | CBFb RUNX1 block | Tau fibril FP | Epigenetic reg | TRb SRC2 PPI | TR SRC2 fluor cs |
| --- | --- | --- | --- | --- | --- | --- | --- | --- |
| CO[C@H]1C[C@@H]2CC[C@@H](C)[C@@](O)(O2)C(=O)C(=O)N2CCCC[C@H]2C(=O)O[C@H]([C@H](C)C[C@@H]2CC[C@@H](O)[C@H](OC)C2)CC(=O)[C@H](C)C=C(C)[C@@H](O)[C@@H](OC)C(=O)[C@H](C)C[C@H](C)C=CC=CC=C1C | 6% | -4% | -44% | 13% | u | 0.0% | 8% | 1% |
| CCCCOc1ccccc1NC(=O)Cn1c(-c2nonc2N)nc2ccccc21 | -4% | 9% | -7%[46.1 µM] | 6% | -1% | -0.8% | -4% | 1% |
| Nc1nc2nonc2nc1N | 4% | -10% | -36% | 0% | 10% | -0.8% | -6% | -3% |
| COc1ccccc1OCCCCN1CCN(c2ccccc2OC)CC1 | -7% | 1% | -12%[46.1 µM] | -19% | -7% | 0.0% | -7% | -5% |
| Brc1ccc(-c2cn3cccnc3n2)cc1 | -7% | 13% | 3%[46.1 µM] | 1% | -5% | 0.0% | -5% | 2% |
| COc1ccc(N2CCN(C(=O)c3ccc(N(C)S(=O)(=O)c4ccc(C)cc4)cc3)CC2)cc1 | -8% | 5% | 33% | 3% | u | 1.7% | -13%[53 µM] | -1%[53 µM] |
| CN1CCN(c2nc(-c3ccccn3)nc3ccccc23)CC1 | 2% | -7% | -12%[46.1 µM] | u | 0% | 0.0% | -13% | 2% |
| COCCNC(=S)N1C2CCC1CC(NC(=O)NC13CC4CC(CC(C4)C1)C3)C2 (stereo not given) | 0% | -11% | -9%[46.1 µM] | 4% | 11% | -1.1% | 1% | -1% |
| COc1ccc(N=Cc2c[nH][nH]c2=O)cc1 | -2% | 5% | 3%[46.1 µM] | -3% | -3% | -0.8% | -2% | -1% |
| Cc1ccc(N(C)C(=O)C2CCN(S(=O)(=O)c3cn(C)cn3)CC2)cc1 | 1% | x | x | x | -11% | -1.6% | 3% | -3% |
| CC1(C)Oc2ccc(C(=O)NC3CCCC3)cc2N(CC(=O)N2CCOCC2)C1=O | -3% | 4% | 6%[46.1 µM] | 10% | 2% | -0.9% | -5% | 0% |
| CCOc1ccccc1Nc1ccc(C(=O)O)cc1NC(C)=O | 9% | 1% | -5%[46.1 µM] | 4% | 6% | 0.9% | 6% | 0% |
| Cc1ccc2nsnc2c1NC(=O)COc1ccccc1 | 2% | 4% | 8% | -3% | 9% | 1.3% | -2% | 0% |
| Cc1cc(C)cc(C(=O)Oc2coc(CSc3nnc(NC(=O)C4CC4)s3)cc2=O)c1 | -14% | -1% | 5% | 0% | -3% | -1.0% | 14% | 0% |
| CCN(CC)C(=O)COc1ccc(/C=C(\C#N)S(=O)(=O)c2ccccc2)cc1OC | -1% | 7% | 14% | 16% | -2% | -0.1% | -4% | -6% |
| Cc1cccc(-n2ncc3c(NCCCN4CCCC4=O)ncnc32)c1 | -9% | -1% | -17%[46.1 µM] | -13% | -3% | -3.0% | -8% | -3% |
| Cc1c(NC(=O)CN2C(=O)NC(C)(c3ccccc3Cl)C2=O)c(=O)n(-c2ccccc2)n1C (stereo not given) | -2% | -3% | 28% | 2% | 7% | 0.0% | 4% | u |
| CCN(CCNS(=O)(=O)c1ccc2c(c1)oc(=O)n2C)c1ccccc1 | -25% | 5% | -14%[46.1 µM] | 0% | 2% | 1.7% | -4% | -3% |
| CCOC(=O)c1oc2cccc(O)c2c1CN(Cc1ccccc1)C(C)=O | -16% | 1% | -23%[46.1 µM] | 0% | 10% | -1.0% | -8% | 2% |
| COC(C(=O)NC1CCCCCCC1)c1ccccc1 (stereo not given) | 1% | 2% | 4% | 4% | 0% | 0.0% | -4% | 1% |
| CCCSc1cc(=O)n(-c2ccccc2)nc1C(=O)O | 1% | -5% | 5% | -1% | 6% | -2.7% | 5% | 0% |
| CSCC[C@H](NC(=O)c1cc([N+](=O)[O-])ccc1Cl)c1nc2ccccc2[nH]1 | u | 9% | 10% | -11% | 3% | -0.1% | -3% | 1% |
| Cc1cc[n+](CC(=O)c2ccc3c(c2)OCCO3)cc1 | -1% | 3% | 19% | -3% | -5% | 0.0% | 7% | -8% |
| COc1ccc(C(=O)NC(=S)N2CC(C)OC(C)C2)cc1 (stereo not given) | 6% | -3% | 8% | 5% | 3% | -0.9% | 2% | 0% |
| COc1ccc(OCC(=O)Nc2ccc3nn(-c4ccc(OC)cc4)nc3c2)cc1 | 0% | x | x | x | 10% | -1.1% | -3% | -2% |
